MOR-DOR ag – agonists of human mu-delta opioid receptor heterodimerization; P35372+P41143; cells, OPRM1-OPRD1 heterodimerization, luminescence; activation, % at 9.3 µM; actives 0.3% (n = 340,000); in the data active = activation above about 18%;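 note: 0% = vehicle-treated cells and 100% = reference agonist; values of inactives mirror those of a sister screen read the other way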
PKA-R1A act – PKA-R1A complex activation | P00514+P68181 | PKA-R1A dissociation, Cy5-IP20 fluorescence polarization; scaled: DMSO 0%, 113 µM cGMP 100% | actives 0.083% (n = 340,000) | activation, % at 11.4 µM;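 active = percent activation above the mean of all tested compounds plus 3 SD, cut at about 19% in these data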;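 note: higher means more PKAc released from R1A so a rise in polarization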
PfHsp90 yeast 2 – reduces growth (ATP signal) of yeast expressing P. falciparum Hsp90 | S. cerevisiae expressing PfHsp90, BacTiter-Glo ATP, 48 h; yeast lacking PDR1 and PDR3 efflux regulators | inhibition, % at 9.4 µM | actives 0.32% (n = 310,000) | AID 504621;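 active = every replicate shows inhibition above about 80%, whatever the replicate mean, limit read from the data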;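 note: 0% = DMSO neutral controls and 100% = 20 µM radicicol positive controls; yeast relying on Plasmodium falciparum Hsp90 in place of its own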
AddAB inh – less growth of phage-infected E. coli with AddAB; E. coli expressing H. pylori AddAB, absorbance growth; inhibition, % at 11.9 µM; actives 0.29% (n = 330,000); in the data active = inhibition above about 12%;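 note: 0% = vehicle wells of infected cells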
Ecoli viability – reduces bacterial viability in AddAB counter-screen; E. coli V3065 growth, OD600 absorbance, 18 h; actives 0.27% (n = 330,000); inhibition, % at 11.9 µM;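 active = inhibition above the campaign's mean inhibition across all tested compounds plus 3 SD, cut at about 9.9% in these data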;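 note: uninfected addAB+ strain grown without phage in ampicillin broth; 0% = DMSO wells and 100% = ciprofloxacin 0.95 µg/ml wells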
MOR-DOR inv ag – mu-delta opioid heterodimer inverse agonism. P35372+P41143. cell-based MOR-DOR heterodimer luminescence. inhibition, % at 9.3 µM. actives 0.21% (n = 340,000). AID 504357; in the data active = inhibition above about 22%, passing the limit was not always enough;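 note: 0% = cells with DMSO and 100% = wells without cells with DMSO; values of inactives mirror those of a sister screen read the other way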
Tat transport – E. coli Tat transport inhibition | inhibition, % at 10 µM | AID 488895 | actives 0.036% (n = 340,000) | E. coli MC4100 TorA-mCherry Tat export, fluorescence;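 active = mean replicate inhibition at least 50% and at least half of replicates individually reaching 50%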;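 note: exported cargo escapes ClpAP degradation while cytoplasmic cargo is degraded and loses fluorescence; 0% = median of neutral control wells and 100% = median of NaSCN control wells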
PKA-R2B activ – activates the human PKA-R2B holoenzyme complex; P22694+P31323; PKA-R2B holoenzyme dissociation, Cy5-IP20 fluorescence polarization; R2B truncated from residue 108, S112A mutant; 0% DMSO only, 100% 113 µM cGMP; activation, % at 11.4 µM; actives 0.079% (n = 340,000); AID 504700;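 active = activation above a cutoff set at the mean over all compounds plus 3 SD, cut at about 18% in these data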;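 note: higher means more holoenzyme dissociation and a rise in polarization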
Target sequence (P31323 whole entry, looked up, other chains not shown, the tested form may be a part): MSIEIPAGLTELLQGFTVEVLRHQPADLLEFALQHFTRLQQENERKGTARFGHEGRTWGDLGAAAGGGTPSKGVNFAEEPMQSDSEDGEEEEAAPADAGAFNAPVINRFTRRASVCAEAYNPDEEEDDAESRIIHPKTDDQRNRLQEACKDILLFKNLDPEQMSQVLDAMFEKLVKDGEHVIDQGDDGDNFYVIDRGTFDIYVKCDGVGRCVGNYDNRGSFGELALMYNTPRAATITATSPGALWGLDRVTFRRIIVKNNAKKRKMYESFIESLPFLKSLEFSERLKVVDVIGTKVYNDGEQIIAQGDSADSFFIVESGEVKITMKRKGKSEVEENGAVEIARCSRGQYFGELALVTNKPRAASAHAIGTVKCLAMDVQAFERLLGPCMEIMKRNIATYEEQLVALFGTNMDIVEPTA
HTR5A inv ctr – counter-screen for OPRM1-OPRD1 inverse agonists: human HTR5A inverse agonism; actives 0.083% (n = 340,000); HTR5A cell line, luminescence; inhibition, % at 9.3 µM; AID 504634; P47898; in the data active = inhibition mostly above about 23%, no sharp cut-off; inactive = mostly below about 18%;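 note: 0% = cells with DMSO and 100% = no-cell wells with DMSO; some compounds called inactive have numbers as strong as hits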
Target sequence (P47898 whole entry, looked up): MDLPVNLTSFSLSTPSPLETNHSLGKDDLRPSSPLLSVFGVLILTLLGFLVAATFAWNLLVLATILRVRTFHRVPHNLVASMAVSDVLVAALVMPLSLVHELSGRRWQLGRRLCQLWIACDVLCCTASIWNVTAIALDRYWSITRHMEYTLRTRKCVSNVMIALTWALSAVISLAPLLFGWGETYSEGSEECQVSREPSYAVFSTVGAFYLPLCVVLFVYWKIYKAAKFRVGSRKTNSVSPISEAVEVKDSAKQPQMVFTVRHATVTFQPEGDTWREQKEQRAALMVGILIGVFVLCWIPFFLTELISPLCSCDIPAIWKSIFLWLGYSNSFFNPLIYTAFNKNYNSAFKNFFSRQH
Mot1-301 SUMO – inhibitors of SUMOylation pathway: yeast Mot1-301 growth rescue; S. cerevisiae Mot1-301 growth rescue, ATP luminescence, 38.5C; percent above DMSO median, 100 means doubled; growth rescue, % at 18.8 µM; actives 1% (n = 320,000); AID 2716;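 active = every valid replicate shows activation above 250% relative to neutral control wells; inactive = the rest, any valid replicate at or below 250%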;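 note: OY570 slx delta 5 strain wells were the positive control but not used for scaling; some compounds called inactive have numbers as strong as hits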
phage Ecoli inh – E. coli growth loss with phage present; growth absorbance; inhibition, % at 11.9 µM; actives 0.26% (n = 360,000); in the data active = inhibition above about 11%
* hit, by the source's call; nt = no result given.

SMILES	MOR-DOR ag	PKA-R1A act	PfHsp90 yeast 2	AddAB inh	Ecoli viability	MOR-DOR inv ag	Tat transport	PKA-R2B activ	HTR5A inv ctr	Mot1-301 SUMO	phage Ecoli inh
O=C(COc1ccc(-c2nnco2)cc1)N1CCN(S(=O)(=O)c2ccc3ccccc3c2)CC1	-2.3	1	-4	0.3	-2.9	14	9	10	11	72	3.3
O=C(CNS(=O)(=O)c1ccc(Br)cc1)NCc1cccnc1	-0.8	3	-47	1.3	0.8	3	-8	4	13	11	-0.9
COc1nc(C)ccc1-c1noc(-c2ccco2)n1	-2.6	-10	14	-1.6	1.2	14	4	-4	0	-2	0.8
CC1=Nn2c(nnc2-c2ccco2)SC1	0.8	7	-4	1.1	-0.8	-4	3	-10	13	11	1.9
O=C(OCC(=O)N1CCOCC1)c1ccc2ccccc2c1	-1.1	-13	6	-0.1	0.0	6	-9	3	-8	153	2.1
CC12CCC(C(=O)Nc3ccncc3)(CC1O)C2(C)C (stereo not drawn)	-1.4	-9	2	-0.1	0.1	7	-1	12	28	1	1.8
CCC(=O)N(C1=C(NC(C)C)C(=O)c2ccccc2C1=O)C(C)C	-0.6	0	-25	0.6	-2.7	3	3	3	6	-8	4.2
O=C(CCc1nc2ccccc2c(=O)[nH]1)Nc1nnc(SCc2ccccc2F)s1	0.8	3	-26	1.4	1.6	-3	-7	0	1	-2	0.4
CC(=O)Nc1ccc(S(=O)(=O)N2CCSC2C(=O)O)cc1 (stereo not drawn)	-0.2	8	-10	0.9	-3.6	1	0	-8	6	6	-0.6
CC(C)COC(=O)c1cc(=O)[nH]c2ccccc12	4.3	-11	7	3.0	0.4	-24	0	-1	-1	-13	0.9
Cc1cccn2c(=O)c(C=Nc3ccccc3)c(NCc3ccco3)nc12	2.2	12	-11	-3.0	-3.0	-13	9	6	22	3	nt
CCCOc1cccc(C(=O)Nc2ccc3c(c2)OCCO3)c1	0.7	-8	15	2.0	-0.2	-4	-3	-2	5	25	2.1
Cc1ccc(NNC(=O)Nc2ccc(Cl)cc2)nn1	nt	nt	-10	1.7	-2.8	nt	0	nt	nt	-19	-3.0
COc1ccc(/C=N\NC(=O)c2ccccc2OC)cc1COc1c(F)c(F)c(F)c(F)c1F	-0.1	2	11	-0.7	1.6	1	12	-12	-14	-15	2.3
CC(=O)c1cc2c(cc1NS(=O)(=O)c1ccc(C)cc1)OCO2	-1.2	-12	3	1.6	1.5	7	-8	2	-8	14	1.1
CC(C)CN(C(=O)CN1CCN(c2ccccc2O)CC1)c1c(N)n(CC(C)C)c(=O)[nH]c1=O	0.7	6	14	1.4	0.7	-4	-6	7	25	-9	3.6
O=C(CN1C2CCC1CC(NC(=O)Nc1ccccc1)C2)NCc1ccco1 (stereo not drawn)	-0.7	-5	nt	1.2	-1.4	4	-3	1	-20	1	1.2
CC(C)C[C@@H](CO)N1CCNCCC1=O	-0.5	1	36	3.2	0.0	3	3	11	21	231	-0.8
O=S(=O)(c1cc(F)cc(F)c1)N1CCN(c2ncccn2)CC1	-2.5	6	-27	4.7	-0.3	14	0	-8	-23	nt	1.5
CCOC(=O)N/N=C\c1ccc(OC(=O)c2ccc3c(c2)OCO3)cc1	-2.1	7	6	0.3	-0.6	11	3	0	-4	10	3.1
N#Cc1ccc(CN2CCN(C(=O)c3cc(Cl)c4c(c3)OCCO4)CC2)cc1	-0.8	9	5	2.1	0.9	3	-1	4	-6	21	2.8
C=CCNS(=O)(=O)c1ccc(C(=O)OCc2cc(=O)oc3cc(OC)ccc23)cc1	-0.1	-7	-2	3.2	-1.6	1	4	0	-16	8	0.3
CCOC(=O)CNC(=O)Nc1cccc(Cl)c1C	-2.3	0	-31	1.7	-0.6	14	3	0	10	3	0.8
CC1CCCC(C)N1C(=O)COC(=O)c1cc([N+](=O)[O-])ccc1N1CCOCC1 (stereo not drawn)	-2.6	1	-40	0.0	0.2	14	-3	-3	2	2	3.7
C=CCNC(=O)COC(=O)COc1ccc(Cl)cc1	-3.4	1	nt	2.2	-1.9	16	-2	-11	12	115	3.1
COc1ccc(CCC(=O)Nc2cc3c4c(c2)CC(=O)N4CCC3)cc1	-1.8	-12	nt	1.5	0.2	12	-1	-18	8	410	0.8
COc1ccc(C(=O)NC(=S)Nc2cccc(Cl)c2N2CCOCC2)cc1[N+](=O)[O-]	-1.2	9	0	0.0	-1.6	7	-10	-2	33	829	-0.2
O=c1c2c(-c3cccc([N+](=O)[O-])c3)ccnc2[nH]n1-c1ccccc1	5.9	-4	-2	nt	nt	-26	-6	-15	-12	-8	0.0
CC(C)C(C(=O)NCC1CCCO1)N(C(=O)CNS(=O)(=O)c1ccc(F)cc1)C1CCCCC1 (stereo not drawn)	0.7	-2	-33	5.3	-0.2	-5	12	-11	-18	1	1.1
Cc1ccccc1NC(=S)N(CCN1CCCCC1)Cc1ccco1	0.1	3	nt	5.4	0.5	0	-5	-2	0	-17	2.9
CCOC(=O)c1ccc(-c2c(-c3ccc(OC)cc3)oc(=O)c3cc(OC)c(OC)cc23)cc1F	2.4	-3	-10	0.9	-0.7	-13	11	0	3	8	1.2
Cc1ccc(NC(=O)CSc2nnc(CNC(=O)c3ccco3)o2)cc1Cl	-0.6	-2	2	0.9	0.8	3	-1	-9	16	-10	2.3
Cc1cc(C)c2nc(N3CCCC(C(=O)NCCN4CCOCC4)C3)sc2c1 (stereo not drawn)	2.3	7	15	-2.3	-1.3	-14	1	10	-4	-8	0.4
CC(C)=CCN1CCN(CCCc2ccccc2)CC1CCO (stereo not drawn)	-3.2	-14	10	1.6	0.9	15	4	7	9	-12	2.7
COc1ccc(C(=O)NC2CCSC2=O)cc1 (stereo not drawn)	-0.4	-4	11	0.5	1.1	2	-7	3	8	0	-0.5
CCOc1cc(/C=C2/C(=N)N3N=C(C)SC3=NC2=O)ccc1OS(=O)(=O)c1ccc(C)cc1	-0.4	-8	-20	2.6	-3.0	3	-3	-11	-13	12	1.8
Cc1cc[n+](CC(=O)Nc2ccccc2)cc1	-4.1	17	-13	1.3	0.4	21	0	-1	12	-7	2.2
CN1N=C(C(=O)N2CCc3c([nH]c4ccccc34)C2c2ccccc2Cl)CCC1=O (stereo not drawn)	-3.3	-2	2	2.0	-0.8	17	-3	-3	-12	257	3.5
CCCCCCN1C2=NCCN2c2ccccc21	-3.6	-5	24	4.0	0.9	18	2	-1	6	-5	4.6
Cc1n[nH]c(C)c1Cc1c(F)cccc1Cl	-1.9	2	-14	-2.2	-4.1	9	4	3	1	-17	-0.5
CCOC(=O)c1sc(N)c(C(=O)OCC)c1COC(=O)C1CC(=O)N(Cc2ccco2)C1 (stereo not drawn)	-6.2	-12	9	2.4	-3.3	28	-11	-11	-3	8	1.2
c1ccc(CC2CCN(C(c3cccs3)c3nnnn3C3CCCC3)CC2)cc1 (stereo not drawn)	0.7	-1	34	-0.6	0.4	-4	9	-4	-5	-3	-0.6
CCCC1CCc2c(sc(N)c2C(N)=O)C1 (stereo not drawn)	0.1	-7	nt	2.1	-1.7	-1	-1	-14	10	-15	1.7
COc1cc(C(=O)O[C@H]2C/C(C)=C/CC[C@]3(C)O[C@@H]3C(O)C2C(C)C)cc(OC)c1OC (stereo partly drawn)	3.1	-1	-9	0.0	-1.7	-16	5	-9	9	103	0.1
Cc1ccc(C)c(OCC(=O)Nc2ccccc2C(=O)N2CCOCC2)c1	-2.5	-1	2	-1.8	-1.0	14	18	-1	-4	-2	1.2
OCC[C@@H]1C[C@H](O)[C@@H](O)[C@@]2(CCCO2)O1	-0.9	2	nt	1.9	0.5	5	-12	-8	0	-5	0.3
CCOc1cccc(CN2CCCC(C(=O)c3cc(Cl)ccc3OC)C2)c1O (stereo not drawn)	-2.1	-3	-11	-3.9	-2.0	11	11	-5	-15	1	1.9
O=C(C[n+]1cccc(NC(=O)c2ccccc2)c1)c1cccc([N+](=O)[O-])c1	1.1	-1	-8	-2.8	-2.2	-8	2	-7	5	4	2.1
CCOC(=O)Cc1c(C)nc(-c2ccccc2)[nH]c1=O	0.0	-6	-3	0.6	0.7	0	19	2	-4	-11	0.8
Cc1cc(C(F)(F)F)nn1CCCNC(=O)c1cnccn1	-1.0	4	nt	1.9	2.0	6	-7	0	13	9	3.6
CCOc1ccc(C(C)=O)cc1COC(=O)CCc1cc(OC)c(OC)c(OC)c1	0.4	1	7	1.5	-1.3	-3	1	10	-22	-20	2.3
C#Cc1ccc([C@@H]2C=C(C(=O)O)O[C@H](OCc3ccc(CO)cc3)C2)cc1	-1.1	-12	-7	2.6	0.5	6	-1	0	0	6	1.8
COc1ccnc2c1c(=O)n(Cc1ccccc1Cl)c(=O)n2C	-4.1	-8	-12	2.1	1.3	21	2	-8	-15	472	2.5
CCCCc1c(C(=O)O)cc(OC)cc1C(=O)O	-2.2	-7	-19	4.4	0.0	13	6	-6	-10	-15	2.6
CC(=O)Nc1ccc(OCC(=O)c2ccc(C)cc2C)cc1	-3.2	-8	11	-1.4	-1.5	17	-1	-7	-7	3	0.8
Cc1ccc(S(=O)(=O)N(Cc2ccc([N+](=O)[O-])cc2)C(=O)N2CCN(C)CC2)cc1	-0.3	-8	15	nt	nt	2	-1	-2	10	nt	2.5
O=C(CN1C(=O)NC2(CCCCC2)C1=O)NCCC1=CCCCC1	0.2	4	12	0.8	0.4	-1	4	-11	11	0	3.8
CC(C)c1ccc(NC(=O)CCN2C(=O)c3ccc([N+](=O)[O-])cc3C2=O)cc1	3.8	-4	3	1.3	1.5	-20	7	10	8	-15	-0.2
O=C(O)CSc1ccc(NC(=O)Nc2ccccc2F)cc1	-3.6	8	39	-0.9	1.3	20	0	2	-14	-15	4.1
COCc1nnc(NC(=O)C2CC(=O)N(C3CCCC3)C2)s1 (stereo not drawn)	-1.7	-4	7	0.4	-3.2	11	4	7	4	68	-1.6

New compounds follow
SMILES	MOR-DOR ag	PKA-R1A act	PfHsp90 yeast 2	AddAB inh	Ecoli viability	MOR-DOR inv ag	Tat transport	PKA-R2B activ	HTR5A inv ctr	Mot1-301 SUMO	phage Ecoli inh
Cc1nc2ccccc2c(=O)n1NS(C)(=O)=O	-4.8	-7	-24	4.0	0.5	20	1	16	4	302	2.3
O=C(COc1ccc(Cl)cc1)Nc1ncccn1	1.5	-10	nt	-0.5	0.5	-8	1	1	4	44	-0.7
O=C(NOCc1ccccc1)c1coc(-c2ccccc2)n1	-1.8	-2	-7	4.8	0.5	9	0	0	2	nt	3.7
COc1ccc(-c2nn(Cc3ccccc3)cc2C(=O)N2CCN(c3ccccn3)CC2)cc1OC	-1.7	-3	nt	2.8	-3.5	7	-6	4	6	-6	2.6
CCOC(=O)/C(C#N)=C1/SC(C)C(=O)N1c1ccc(Br)cc1 (stereo not drawn)	0.0	-6	12	2.8	2.0	0	-1	-9	-4	234	1.9
